RGS7-Gao reg: RGS7-Galphao binding modulators, primary screen, biochemical, multiplexed bead flow cytometry; 220,000 compounds, 0.35% hits; actives lie on both sides; binding response (% of control), % at 10 µM; in the data active = binding response below about 49% or above about 150%; inconclusive = no clear call, values can overlap the other calls; inactive = in between;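 also: fluorescent Galphao held in activated GDP-AlF4 state binding bead-coupled RGS7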
Bcl-W Bim block: inhibitors of Bim binding to Bcl-W, primary screen, biochemical, multiplexed, bead-based flow cytometry | 190,000 compounds, 0.02% hits | inhibition, % at 10 µM | Bcl-2-like protein 2 (Homo sapiens), Q92843 | Bim peptide-Bcl-W binding;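 also: 0% = bound tracer without compound and 100% = peptide blocker; higher means less fluorescent Bim peptide bound to Bcl-W beads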
Bcl-2 Bim block: inhibitors of Bim-Bcl-2 binding, primary screen, biochemical, multiplexed, human Bcl-2 family. Apoptosis regulator Bcl-2 (Homo sapiens), P10415. Bead-based flow cytometry, Bim peptide-Bcl-2 binding. inhibition, % at 10 µM. 190,000 compounds, 0.06% hits; in the data active = inhibition above about 40%; inconclusive = no clear call, values can overlap the other calls;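 also: 0% = no compound wells with probe peptide and 100% = reference peptide inhibitor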
RGS4-Gao reg: modulators of RGS4 binding to Galphao, primary screen, biochemical, multiplexed bead flow cytometry. AID 1415, 2008. binding response (% of control), % at 10 µM. 220,000 compounds, 0.33% hits. actives lie on both sides; in the data active = binding response below about 49% or above about 150%; inactive = in between;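 also: fluorescent Galphao activated with aluminum fluoride binding bead-coupled RGS4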
RGS8-Gao: RGS8-Galphao binding modulators, primary screen, biochemical, multiplexed bead flow cytometry; response (percent of control binding), % at 10 µM; 220,000 compounds, 0.34% hits; actives lie on both sides; Guanine nucleotide-binding protein G(o) subunit alpha (Homo sapiens), P09471; in the data active = response below about 60% or above about 140%; inactive = in between;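 also: Galphao activated as the GDP aluminium fluoride complex binding bead-coupled RGS8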
Bcl-XL Bim block: inhibitors of Bim-Bcl-XL binding, primary screen, biochemical, multiplexed, bead flow cytometry, human Bcl-XL; inhibition, % at 10 µM; 190,000 compounds, 0.04% hits; Bim peptide-Bcl-XL binding, fluorescence; Bcl-2-like protein 1 (Homo sapiens), Q07817
Bim-Bfl-1: inhibitors of Bim binding to Bfl-1, primary screen, biochemical, multiplexed, bead-based flow cytometry; Bcl-2-related protein A1 (Homo sapiens), Q16548; Bim-Bfl-1 binding inhibition; inhibition, % at 10 µM; 190,000 compounds, 0.12% hits; AID 1008, 2008;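 also: 0% = wells without compound plus tracer and 100% = blocker peptide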
Bim-Bcl-B: inhibitors of Bim-Bcl-B binding, primary screen, biochemical, multiplexed, human Bcl-2 family. inhibition, % at 10 µM. AID 951, 2007. bead-based flow cytometry, Bim peptide-Bcl-B binding. Bcl-2-like protein 10 (Homo sapiens), Q9HD36. 190,000 compounds, 0.073% hits;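 also: 0% = tracer peptide without compound and 100% = reference inhibitor peptide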
ABCG2 inh: ABCG2 efflux pump inhibitors, primary screen, multiplex with ABCB1, IgMXP3 cells, flow cytometry; JC-1 efflux; inhibition, % at 6.6 µM; 190,000 compounds, 0.1% hits; AID 1325, 2008;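 active = inhibition above 80%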;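 also: 0% = DMSO and 100% = nicardipine control wells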
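Assay system – ABCG2 IgMXP3 and barcoded ABCB1 CCRF-Adr cell mix · Input – 3 million cells/mL in well · Reagent – JC-1 fluorescent substrate · Compound – single test compound dose, 6.6 µM final · Timing – 10 min exposure at 25 °C with rotation, no wash · Detection – flow cytometry of retained JC-1 fluorescence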
Mcl-1 Bim block: inhibitors of Bim peptide binding to Mcl-1, primary screen, biochemical, bead-based flow cytometry, multiplex | Bim peptide-Mcl-1 binding | AID 1009, 2008 | 190,000 compounds, 0.1% hits | inhibition, % at 10 µM | Induced myeloid leukemia cell differentiation protein Mcl-1 (Homo sapiens), Q07820;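 also: 0% = no compound tracer wells and 100% = peptide blocker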
ABCB1 inh: ABCB1 efflux pump inhibitors, primary screen, cell-based, multiplex, flow cytometry, ABCG2 counter-screen. ATP-dependent translocase ABCB1 (Homo sapiens), P08183. CCRF-Adr cells, JC-1 efflux. inhibition, % at 6.6 µM. 190,000 compounds, 0.067% hits; in the data active = inhibition above about 40%;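 also: 0% = vehicle and 100% = reference inhibitor; higher value means more JC-1 retained so stronger ABCB1 efflux block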
Target sequence (P08183 whole entry, looked up): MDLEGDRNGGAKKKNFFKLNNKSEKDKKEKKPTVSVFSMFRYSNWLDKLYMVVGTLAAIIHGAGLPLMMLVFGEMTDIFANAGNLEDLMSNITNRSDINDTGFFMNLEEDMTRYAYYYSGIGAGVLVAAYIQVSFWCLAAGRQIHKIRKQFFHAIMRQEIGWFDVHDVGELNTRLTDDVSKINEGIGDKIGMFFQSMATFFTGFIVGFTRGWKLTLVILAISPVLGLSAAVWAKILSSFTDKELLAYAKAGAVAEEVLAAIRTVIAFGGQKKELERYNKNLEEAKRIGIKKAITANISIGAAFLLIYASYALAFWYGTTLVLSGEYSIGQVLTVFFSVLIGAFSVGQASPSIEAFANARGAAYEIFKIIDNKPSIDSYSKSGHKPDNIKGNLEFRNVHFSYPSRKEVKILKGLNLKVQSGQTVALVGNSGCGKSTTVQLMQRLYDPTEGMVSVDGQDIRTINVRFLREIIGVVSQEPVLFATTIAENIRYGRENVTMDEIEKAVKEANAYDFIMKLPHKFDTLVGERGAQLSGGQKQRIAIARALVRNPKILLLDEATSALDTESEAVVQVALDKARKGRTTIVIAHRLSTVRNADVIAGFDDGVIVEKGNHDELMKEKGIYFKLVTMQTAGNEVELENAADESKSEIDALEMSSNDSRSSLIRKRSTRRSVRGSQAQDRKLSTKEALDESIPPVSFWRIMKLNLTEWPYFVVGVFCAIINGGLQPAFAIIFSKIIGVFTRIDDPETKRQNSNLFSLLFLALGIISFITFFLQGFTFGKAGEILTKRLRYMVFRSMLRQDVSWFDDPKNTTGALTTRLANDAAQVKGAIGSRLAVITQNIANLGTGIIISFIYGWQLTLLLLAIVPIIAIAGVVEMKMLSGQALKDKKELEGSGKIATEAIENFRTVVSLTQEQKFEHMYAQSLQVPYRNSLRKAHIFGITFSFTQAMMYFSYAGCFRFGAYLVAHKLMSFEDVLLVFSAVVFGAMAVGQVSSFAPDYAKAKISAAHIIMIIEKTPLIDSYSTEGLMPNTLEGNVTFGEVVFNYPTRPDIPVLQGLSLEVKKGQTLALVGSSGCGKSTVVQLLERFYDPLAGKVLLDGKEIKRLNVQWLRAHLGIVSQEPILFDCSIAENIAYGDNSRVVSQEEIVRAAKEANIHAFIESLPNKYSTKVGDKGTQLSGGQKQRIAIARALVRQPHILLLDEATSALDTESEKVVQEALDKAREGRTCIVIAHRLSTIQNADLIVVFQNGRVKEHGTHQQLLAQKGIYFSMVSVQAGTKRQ
Starred values were filed as active, the others as inactive; ? = inconclusive; . = not tested or not shown; [ ] = dose if it differs, or a comment. Rule as the data show it, unless noted: active = inhibition above about 40%.

#	mol	RGS7-Gao reg	Bcl-W Bim block	Bcl-2 Bim block	RGS4-Gao reg	RGS8-Gao	Bcl-XL Bim block	Bim-Bfl-1	Bim-Bcl-B	ABCG2 inh	Mcl-1 Bim block	ABCB1 inh
1	C=CCN(CC=C)Cc1c(C)[nH]c2c(C)c(C)ccc2c1=O	99	-3	-5	101	105	-1	-7	-7	1	-4	-0.1
2	CSc1cccc(NC(=O)CSc2ccc(Cl)cc2)c1	107	2	-14	103	104	-4	-10	-14	2	-7	0.4
3	Cc1cccc(/C=c2\s/c(=C\C(=O)C(C)(C)C)[nH]c2=O)c1	101	-2	-16	103	107	-11	-11	-11	19	-7	0.6
4	CCCc1cc(C(=O)Cc2ccc(C(=O)OCC)o2)c(O)cc1O	103	-1	-4	102	102	-2	-3	-7	-2	-1	-0.4
5	O=C(CCNS(=O)(=O)c1cccs1)NCc1ccccc1	96	0	-6	95	100	-10	-10	-5	0	0	0.0
6	O=C(O)CC(C(=O)OCCOc1ccccc1)N1CCOCC1 (stereo not drawn)	100	0	-7	101	101	-2	-13	-6	-3	1	0.7
7	Cn1c(NC(=O)C2CCCO2)cc(=O)n(C)c1=O (stereo not drawn)	85	-4	-3	84	92	-1	0	1	2	0	0.5
8	CC(=O)N1CCN(c2ccc(NC(=O)C(C)Oc3ccc(Cl)cc3Cl)cc2)CC1 (stereo not drawn)	101	0	6	107	104	1	0	5	4	1	0.8
9	CCOc1ccccc1-c1nc(SCC(=O)O)n[nH]1	101	0	0	103	99	-10	2	0	-1	-2	-0.4
10	CCNC(=S)N1CCN(C(c2ccccc2)c2ccccc2)CC1	96	0	-7	98	100	-2	-9	-8	0	-3	0.0
11	CCO[C@@H]1OC(C(=O)N2CCOCC2)=C[C@H](C2CC2)[C@H]1CCCO	100	-1	-1	103	98	-2	-4	-1	0	4	-0.1
12	COc1ccccc1C1/C(=C(/O)c2ccc(OC(C)C)cc2)C(=O)C(=O)N1c1cc(C)on1 (stereo not drawn)	97	6	0	100	101	-10	-11	-8	1	3	0.1
13	CCOC(=O)c1sc(N)nc1C(C)C	113	-8	-5	105	98	-7	1	-17	5	-9	0.9
14	CSc1ccc(S(=O)(=O)N(CC(=O)NN=C2CCN(C)CC2)c2ccc(C)cc2)cc1	174*[activator]	0	-2	112	99	-3	-4	-3	-1	-1	0.0
15	Cc1noc(C)c1COc1ccc(C(=O)OCC(=O)OC(C)(C)C)cc1	?	0	-3	100	100	-2	-7	-3	13	1	2.0
16	Cc1cc(C)nc(Nc2ccc(C)c([N+](=O)[O-])c2)n1	104	-2	-7	100	102	-3	-10	-5	9	-1	1.1
17	COc1ccc(-c2cnnn2-c2ccc(NC(=O)c3ccco3)cc2)cc1OC	93	0	0	95	96	0	0	1	7	1	1.0
18	CN(C)/C=N/NC(=O)c1ccccc1	?	-1	-1	101	100	-6	-5	-5	4	2	1.9
19	O=C(/C=C/c1ccccc1)NCC(=O)N/N=C\c1cccnc1	101	-3	-5	102	107	-2	-14	-4	-3	1	-0.3
20	O=C(CCCn1cnc([N+](=O)[O-])n1)Nc1cccc(Cl)c1Cl	102	-2	0	99	100	-3	0	-6	1	-4	-0.3

A draw from above in order of SMILES length, ascending:
#	mol	RGS7-Gao reg	Bcl-W Bim block	Bcl-2 Bim block	RGS4-Gao reg	RGS8-Gao	Bcl-XL Bim block	Bim-Bfl-1	Bim-Bcl-B	ABCG2 inh	Mcl-1 Bim block	ABCB1 inh
18	CN(C)/C=N/NC(=O)c1ccccc1	?	-1	-1	101	100	-6	-5	-5	4	2	1.9
19	O=C(/C=C/c1ccccc1)NCC(=O)N/N=C\c1cccnc1	101	-3	-5	102	107	-2	-14	-4	-3	1	-0.3
11	CCO[C@@H]1OC(C(=O)N2CCOCC2)=C[C@H](C2CC2)[C@H]1CCCO	100	-1	-1	103	98	-2	-4	-1	0	4	-0.1

(cont.)
#	mol	RGS7-Gao reg	Bcl-W Bim block	Bcl-2 Bim block	RGS4-Gao reg	RGS8-Gao	Bcl-XL Bim block	Bim-Bfl-1	Bim-Bcl-B	ABCG2 inh	Mcl-1 Bim block	ABCB1 inh
21	O=C(Nc1ccc(Oc2cccnc2)cc1)c1ccc([N+](=O)[O-])cc1	105	3	1	106	107	0	4	-1	-1	1	-0.3
22	CC(=O)c1cc2c(cc1NS(=O)(=O)c1ccc(C)cc1)OCCO2	98	-2	-3	102	100	-2	-1	-6	12	-1	1.8
23	COc1ccc(NC(=S)N2CCN(C(=O)c3ccccc3)CC2)cc1	96	4	-1	100	106	-1	-4	0	1	0	0.1
24	Cc1cc(C)c2c(CC(=O)NC(C)C)coc2c1	143	-2	-1	141	151*[activator]	0	-5	-4	1	0	0.2
25	COc1ccc(-c2ccc(=O)n(CC(=O)NCc3ccco3)n2)cc1	94	2	0	92	95	0	-14	-6	.	16	.
26	N#Cc1ccc(CSc2nnc(NC(=O)c3ccc4ncsc4c3)s2)cc1	94	-7	-12	95	96	-7	-6	-12	0	-6	-0.8
27	O=C(COC(=O)Cc1ccccc1[N+](=O)[O-])NC1CCCC1	?	4	-2	100	99	0	-5	0	1	2	0.9
28	O=C(c1ccc(OC2CCN(CCc3ccccc3)CC2)cc1)N1CCCC(CO)C1 (stereo not drawn)	101	-3	-2	101	102	-3	-6	-5	2	-2	1.2
29	COc1ccc(-c2ccnc3ncnn23)cc1	96	-7	0	93	94	-3	-2	-4	3	-1	0.5
30	Cn1c(CCCOc2ccc(Cl)cc2Cl)nnc1SCC(=O)Nc1ccc(F)c(Cl)c1	102	0	-3	102	101	-4	-1	-4	0	-4	0.2
31	CC12CC3CC(C)(C1)CC(NCc1ccncc1)(C3)C2	104	0	-3	100	102	3	2	3	1	-4	0.6
32	Cc1cc(N(CN2CCCC2=O)C(=O)c2ccc(OC(C)C)cc2)no1	102	-4	-2	104	102	-6	-4	-3	0	-1	0.2
33	O=C(OCCN(CCOC(=O)c1ccncc1)S(=O)(=O)c1cccs1)c1ccncc1	106	0	-5	107	101	0	-10	-7	2	-2	0.4
34	CCOC(=O)C1C(=O)NC(c2ccccc2)=NC1c1ccc(O)c(OC)c1 (stereo not drawn)	107	3	-6	100	101	0	-7	-6	2	-1	0.4
35	O=C(CN1CCOCC1)NN=C1CCCCCCCCCCC1	101	0	-3	104	101	-3	0	-5	2	-4	0.3
36	COc1cc(C2CC(=O)C=C(O)C2)cc(OC)c1OC (stereo not drawn)	98	3	-8	98	97	-7	-12	-3	3	0	1.3
37	O=C(Nc1ccccc1N1CCOCC1)c1ccc2nc[nH]c2c1	103	-1	-4	106	107	-5	-11	-5	4	0	0.4
38	CCOc1ccccc1-c1nc2c(C(C)(C)C)nn(C)c2c(=O)[nH]1	105	-3	-8	103	102	-6	-16	-7	1	-4	0.0
39	Cc1ccccc1C(=O)NC(C)C(c1cccs1)N1CCOCC1 (stereo not drawn)	99	-1	-6	101	101	-3	-8	-4	4	0	2.2
40	Cc1ccc(N(C(=O)C(F)(F)F)C(C(=O)NC2CCCCC2)c2ccncc2)cc1C (stereo not drawn)	94	-1	-4	94	94	-5	-7	-6	0	-3	0.2
41	O=C1CC(N2CCC(c3nc4ccccc4o3)CC2)C(=O)N1Cc1cccs1 (stereo not drawn)	100	4	10	100	99	10	10	8	4	11	0.8
42	COc1ccc(CCNS(=O)(=O)c2ccc3c(c2)CC(C)N3C(C)=O)cc1OC (stereo not drawn)	102	0	-9	98	100	-1	-12	-5	7	-2	1.4
43	CC(=O)c1ccc(NC(=S)N2CCCCCC2)cc1	101	-2	-2	100	103	-1	-4	-3	13	0	0.7

Among those listed so far, these have two or more sulfur atoms.
#	mol	RGS7-Gao reg	Bcl-W Bim block	Bcl-2 Bim block	RGS4-Gao reg	RGS8-Gao	Bcl-XL Bim block	Bim-Bfl-1	Bim-Bcl-B	ABCG2 inh	Mcl-1 Bim block	ABCB1 inh
2	CSc1cccc(NC(=O)CSc2ccc(Cl)cc2)c1	107	2	-14	103	104	-4	-10	-14	2	-7	0.4
5	O=C(CCNS(=O)(=O)c1cccs1)NCc1ccccc1	96	0	-6	95	100	-10	-10	-5	0	0	0.0
14	CSc1ccc(S(=O)(=O)N(CC(=O)NN=C2CCN(C)CC2)c2ccc(C)cc2)cc1	174*[activator]	0	-2	112	99	-3	-4	-3	-1	-1	0.0
26	N#Cc1ccc(CSc2nnc(NC(=O)c3ccc4ncsc4c3)s2)cc1	94	-7	-12	95	96	-7	-6	-12	0	-6	-0.8
33	O=C(OCCN(CCOC(=O)c1ccncc1)S(=O)(=O)c1cccs1)c1ccncc1	106	0	-5	107	101	0	-10	-7	2	-2	0.4

Screening data as filed in PubChem BioAssay.
